# Source: PubChem
# IkB sig inh = IkB Signaling. ABC-DLBCL IkBa-CBG/CBR dual luciferase ratio, 4 h; response scale: scaled: untreated 0%, proteasome inhibitor 100%. hit rate 0.04% among 110,000. Potency, µM (series often up to 57.1 µM), for the others: top-dose IkBa stabilization activation; active = well fitted curve in the direction sought with a large enough effect in the signal ratio, not every such curve was filed as active; inconclusive = small, poorly fitted or top-dose-only effect, or a change in a side signal; the % refers to the signal ratio;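 note: the direction sought is a rising ratio; 0% = basal untreated cells and 100% = reference inhibitor full response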
#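 In this assay, an IκBα–CBG68 fusion accumulates when IKK-driven degradation is blocked; native CBR normalizes for cell number. OCI-Ly3 cells were treated 4 h with compound and doxycycline, then green and red light read after Chroma-Glo addition.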
# p53ts 32C tox = qHTS Screen for Compounds that Selectively Target Cancer Cells with p53 Mutations: Cytotoxicity of p53ts Cells at the Permissive Temperature; H1299-p53A138V at 32C, ATP luminescence viability, 24 h; Potency, µM (highest dose often 46.1 µM), without a hit: at the top dose activity change, negative = cytotoxicity, hits mostly cytotoxic; hit rate 0.93% among 130,000;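 note: 0% = DMSO and -100% = full killing by reference compound; nearly all actives have a fitted effect of over 55% in size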
#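 ATP-content luminescence (ATPlite) read-out after 24 h compound exposure at 32C in H1299-p53A138V cells (600/well). Tested up to 46 uM. Normalized to DMSO (0%) and 100 uM tamoxifen (100% killing); Hill-fit AC50.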
# Peg3 imprint = qHTS Assay for Compounds that Induce Erasure of Genomic Imprints. hit rate 0.02% among 110,000. AID 1948, 2009. Potency, µM (series often up to 60.7 µM), without a hit: top-dose activity change, positive = activation, hits mostly activators. mouse ES Peg3-LacZ reporter, beta-gal luminescence, 40 h;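 note: 0% = negative control wells on the plate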
#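 Each well holds 300 Peg3LacZ-Neo (maternal) female ES cells incubated 40 h at 37C, 5% CO2. LacZ is measured by BetaGlo luminescence, with AC50 and maximum efficacy derived from dose-response curves.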
# p53ts 39C kill = qHTS Screen for Compounds that Selectively Target Cancer Cells with p53 Mutations: Cytotoxicity of p53ts Cells at the Nonpermissive Temperature | H1299-p53A138V viability at 39C, ATP luminescence, 24 h | Potency, µM (top dose mostly 46.1 µM), inactives show at the top dose activity change, negative = cell killing, most hits filed as cytotoxic | hit rate 1.5% among 130,000; note: nearly all actives have a fitted effect of over 55% in size
# Active calls of the source: *; ? = inconclusive; . = no result given; [ ] = dose if it differs, or a comment. Unless noted, calls come from the whole dose curve; as a rule, active = well fitted curve in the direction sought with a large enough effect; inconclusive = small, poorly fitted or top-dose-only effect, or another doubt; inactive = no such curve, though single readings can be large; an effect the other way counts as inactive or inconclusive. Unless noted, % is set by controls: 0 for no effect and ±100 for the full control effect; potency is the fitted concentration of half-maximal effect.
Molecule,IkB sig inh,p53ts 32C tox,Peg3 imprint,p53ts 39C kill
CCOC(=O)CC(NC(=O)Cn1nnc(-c2ccccc2F)n1)c1ccccc1Cl (stereo not drawn),-0.6%,-5.6%,-9.2%[10.9 µM],-5.2%
Cc1cccc2nc(=S)n(C(=O)c3ccco3)n12,-2.9%,-17.3%,0.7%,-20.9%
CN(C)CCCN1C(=O)C(O)=C(C(=O)c2cccs2)C1c1ccccn1 (stereo not drawn),0.2%,-13.3%,20.3%,-8.1%
CSc1ccc(NC(=O)CC(C)=O)cc1,.,6.3%,.,-4.1%
CCCc1cc(=O)n2[nH]c(NCc3ccc(Cl)cc3Cl)nc2n1,7.4%,-1.5%,-1.3%,5.5%
CC(=O)c1ccc(S(=O)(=O)N2CCn3cccc3C2c2ccccc2F)cc1 (stereo not drawn),1.2%,-1.7%,-4.9%[10.9 µM],-17.2%
CCCC1CCC(C(=O)Nn2cnc3ccccc3c2=O)CC1 (stereo not drawn),0.3%,-3.9%,-12.7%,-4.7%
CC(=O)Nc1ccccc1-c1nc2ccc(C(=O)N3CCN(c4ccccc4)CC3)cc2[nH]c1=O,-1.9%,0.4%,-13.6%,-10.0%
CC(C)(C)NC(=O)C(c1ccncc1)N(C(=O)CNC(=O)c1ccco1)c1ccc2c(c1)OCO2 (stereo not drawn),0.8%,4.9%,-8.7%,4.8%
O=C(c1ccco1)N1CCC2(CCCN(c3ncccn3)C2)CC1,0.9%[11.4 µM],6.0%,.,2.1%
CC(C)(C)CC(C)(C)c1ccc(O)c(C[N+](C)(C)[O-])c1,1.0%[11.4 µM],-5.5%[9.22 µM],-17.5%[10.9 µM],-5.1%[9.22 µM]
O=C(NCc1ccc(F)cc1)C1CCCN(c2ncnc3onc(-c4ccc(F)cc4)c23)C1 (stereo not drawn),?,-2.1%,7.0%[10.9 µM],6.0%
CC1=NC2(CCCc3c2no[n+]3[O-])N(O)C1(C)C (stereo not drawn),1.7%,-7.7%,7.7%,2.7%
Cc1cc(Nc2cc(Cl)ccc2C)n2nc(-c3ccccc3)nc2n1,0.8%,1.1%,3.1%[10.9 µM],-8.7%
Cc1ccc(CNC(=O)C2CNc3cc(C)ccc3O2)cc1 (stereo not drawn),-1.0%,4.5%,-4.0%,-0.8%
O=C(NCc1nnc(SCc2ccccc2)n1-c1ccccc1)C12CC3CC(CC(C3)C1)C2,.,31.6%[activator],.,14.7%
Cc1ccc(/C=C/c2onc(C)c2S(=O)(=O)N2CCC(C(=O)Nc3ccc(OC(F)(F)F)cc3)CC2)cc1,-0.5%,2.4%,6.7%[10.9 µM],-3.7%
Cc1cc(C)cc(Nc2cc(C(=O)NCc3ccccc3)c3ccccc3n2)c1,?,6.3%,-6.9%[10.9 µM],-19.0%
N#C/C(=C\c1ccc(Cl)cc1)c1nc2ccccc2[nH]1,?,0.3%,-5.4%[10.9 µM],0.5%
Cc1c(C)[n+](=O)c(-c2cccs2)c(C)n1[O-],-0.5%,0.6%,5.3%,5.2%
O=S(=O)(Nc1ccc2c(c1)OCCO2)c1cnc[nH]1,0.3%,2.8%,-16.8%,-4.9%
CCC(C(=O)OC)n1cnc2c(cnn2-c2ccc(F)cc2)c1=O (stereo not drawn),-2.1%,2.5%,2.0%[10.9 µM],-0.7%
CC(=O)Nc1c(O)[nH]c2ccccc12,-0.6%,-5.3%,-5.9%,-6.7%
O=C(N/N=C/c1coc2ccccc2c1=O)c1cn(-c2ccccc2)nc1-c1ccccc1,.,-20.2%,.,-7.8%
Cc1ccc(NS(=O)(=O)c2ccc3c(c2)CCN3C(=O)C2CC2)c(C)c1,?,19.0%,-10.8%[10.9 µM],13.6%

# Reformatted: entries from further up.
# Second line of a record: IkB sig inh, p53ts 32C tox, Peg3 imprint, p53ts 39C kill
- CC(=O)Nc1ccccc1-c1nc2ccc(C(=O)N3CCN(c4ccccc4)CC3)cc2[nH]c1=O
  -1.9%, 0.4%, -13.6%, -10.0%
- CC(C)(C)NC(=O)C(c1ccncc1)N(C(=O)CNC(=O)c1ccco1)c1ccc2c(c1)OCO2 (stereo not drawn)
  0.8%, 4.9%, -8.7%, 4.8%

# (further entries)
Molecule,IkB sig inh,p53ts 32C tox,Peg3 imprint,p53ts 39C kill
OCCN(Cc1ccccc1)CC1CC=CCC1 (stereo not drawn),0.1%,-8.7%,-8.0%,-9.7%
CN1CCN(CCCNC(=O)c2cn(C3CCCCC3)c(=O)c3c2c2ccccc2n3C)CC1,-1.2%,-4.4%,-8.3%,-4.1%
NS(=O)(=O)c1ccc(NC(=O)CSc2nnc(Cc3cccs3)n2-c2ccccc2)cc1,-1.2%,11.4%,-14.3%,2.9%
C=CCOC(=O)C(C(C)=O)C(NC(=O)OC)c1ccco1 (stereo not drawn),.,-5.0%[9.22 µM],.,1.8%[9.22 µM]
CN(C(=O)COC(=O)c1ccccc1Nc1ccccc1)C1CCS(=O)(=O)C1 (stereo not drawn),7.5%,14.3%,-15.3%,-0.7%
COc1ccc(Nc2ncc3c(n2)CCN(Cc2cc(Br)cs2)C3)c(OC)c1,?,-1.1%,19.9%[10.9 µM],-6.2%
COc1ccc(C(=O)N2CCN(C(=O)c3ccco3)CC2)cc1,-1.3%,8.8%,4.5%,3.6%
O=C(NCCc1ccc(Cl)cc1)c1ccc(CS(=O)(=O)Cc2ccc(F)cc2)o1,0.3%,5.0%,?,-14.0%
O=C(NCCc1ccccc1)c1ccc(CSc2nc3ccncc3n2Cc2ccccc2)cc1,?,-6.4%,-8.0%[10.9 µM],-28.6%
COc1cc(-c2noc(-c3ccco3)n2)cc(OC)c1OC,-1.0%,14.6%,-15.4%,2.5%
O=C1C2C3c4ccccc4C(c4ccccc43)C2c2nc3ccccc3n21 (stereo not drawn),.,-11.6%,.,0.0%
Brc1ccc2ncnc(Nc3ccc(N4CCOCC4)cc3)c2c1,?,10.8%,-12.6%,6.6%
CCCn1c(SCc2ccccn2)nc2c1c(=O)n(C)c(=O)n2C,-0.8%,-1.7%,-3.2%,1.5%
CC1CCN(C(=O)CN2C(=O)c3ccccc3S2(=O)=O)CC1,0.0%,-10.9%,-22.2%,-9.2%
N#Cc1ccc(OCCN2C(=O)NC3(CCSC3)C2=O)cc1 (stereo not drawn),1.1%,1.2%,-7.5%,-11.5%
Cc1ccccc1-c1nccc(NCc2cccnc2)n1,-0.7%[11.4 µM],17.7%,-14.1%,3.4%
CCOc1ccccc1CNC(=O)c1cc2c(=O)n(Cc3cccnc3)ccc2nc1C,-1.7%,-3.0%,-3.8%[10.9 µM],-25.5%
CC(=O)c1ccc(N2CCN(S(=O)(=O)c3ccc(-c4coc(C)n4)cc3)CC2)cc1,2.6%,-2.0%,-7.3%[10.9 µM],-28.9%
c1cc2c(cc1C1CCCN1)OCCCO2 (stereo not drawn),0.5%,5.5%,-8.4%,6.0%
Cc1ccc(-n2nc(C)c(C(=O)NCCCN3CCN(c4ccc(F)cc4)CC3)c2-n2cccc2)cc1,?,-0.1%,-15.7%[10.9 µM],?
CC1CCCN(Cc2cn3c(-c4cccc(Br)c4)nnc3s2)C1 (stereo not drawn),?,-0.7%,26.0%[10.9 µM],-12.9%
COc1ccc(N(CC(=O)NC2CCCCCC2)S(=O)(=O)c2c(C)nn(C)c2C)cc1,0.1%,-6.9%,-7.6%,10.7%
CCOc1ccc(CNC(=O)c2[nH]c3ccccc3c2Sc2ccc(C)cc2)cc1,?,-3.1%,17.6%[10.9 µM],-19.0%
CCC(C)(C)n1nnnc1C(c1ccc2ncccc2c1)N1CCCC(C)C1 (stereo not drawn),.,-7.4%,.,-6.1%
O=C(NCCCn1ccnc1)Nc1ccc(Cl)c(Cl)c1,0.8%,0.9%,-11.2%,-5.9%

# Next section:
Molecule,IkB sig inh,p53ts 32C tox,Peg3 imprint,p53ts 39C kill
COC(=O)c1ccc(CSc2nc3ccccc3c(=O)n2-c2ccc(OC)c(OC)c2)o1,0.3%,1.7%,-21.7%,-4.2%
CCOCCCNC(=O)c1c(C)[nH]c(C(=O)OCC)c1C,-1.6%,0.3%,0.2%,0.9%
COc1ccc(NC(=O)C2CCC(=O)N2)cc1 (stereo not drawn),1.8%,4.0%,7.8%,13.7%
Cc1ccc(C2C=C(c3ccc(Cl)cc3)Nc3nc(NC(=O)CCC(=O)O)nn32)cc1 (stereo not drawn),2.3%,-4.9%,-5.4%[10.9 µM],-17.9%
CCOc1ccc(C(=O)N2CCN(CCc3ccccn3)CC2)cc1,?,-3.2%,21.2%[10.9 µM],-2.8%
COc1cccc(-n2c(Cc3cc(=O)[nH]c(=O)[nH]3)nnc2SCC(=O)N2CCCCCC2)c1,-0.4%,7.2%,-12.4%,4.0%
CCOc1ccc(C(=O)N(Cc2nc(-c3cccc(C)c3)no2)C(C)C)cc1,?,18.7%,-9.5%[10.9 µM],31.6%[activator]
CC(=O)c1cn(CC(=O)NCc2ccc3c(c2)OCO3)c2ccccc12,?,-5.0%,14.0%,0.4%
c1ccc(Cc2ccc(OCCn3cncn3)cc2)cc1,-0.8%,-3.9%,-27.2%,-5.9%
Cc1ccc(C)c(OCC(=O)Nc2ccc(S(=O)(=O)N3CCN(C)CC3)cc2)c1,.,10.1%,.,2.1%
CCOc1ccccc1C(=O)N1CCN(c2cccc(Cl)c2)CC1,5.6%,-2.6%,-19.1%,-1.5%
Cc1ccc(OCC(=O)N(Cc2ccco2)C2CCS(=O)(=O)C2)cc1 (stereo not drawn),0.3%,4.6%,-8.5%[10.9 µM],1.4%
Fc1ccc(-c2nnc(CN3CCN(c4ccccn4)CC3)o2)cc1,4.5%,3.4%,-10.6%[10.9 µM],-16.8%
CCOC(=O)C1CCCN(C(=O)c2cc3c(Cl)nc4ccccc4c3s2)C1 (stereo not drawn),7.7%,-0.4%,-7.1%[10.9 µM],-14.2%
CC1CCCC(NC(=O)COC(=O)c2ccc(S(=O)(=O)N3CCOCC3)cc2)C1C (stereo not drawn),3.6%,2.0%,-11.9%,-0.4%
CCC(C(=O)N1CCOCC1)n1c(C(=O)OC)cc2occc21 (stereo not drawn),-0.3%,-7.6%,0.5%,10.5%
CCOc1ccc(C(C)=O)cc1CN1C(=O)NC2(CCCCC2C)C1=O (stereo not drawn),-0.1%,6.9%,-7.5%,2.1%
Cc1ccn2cc(CNS(=O)(=O)c3ccc(Cl)s3)nc2c1,1.8%,28.6%,-11.8%,13.3%
CCC(C)(c1ccc(C(=O)OC)s1)c1ccc(C(=O)OC)s1,3.8%,-0.2%,-15.2%,-5.4%
COC(=O)Nc1ccc(S(=O)(=O)N(C)CC(F)(F)C(F)F)cc1,-0.5%,3.2%,7.3%,7.1%
CCn1c(=O)cc(SCC(=O)N2CCN(c3cc(C)ccc3C)CC2)c2ccccc21,?,0.6%,-9.6%[10.9 µM],-23.2%
CC(C)c1ccc(C(O)c2cnc(C(C)C)n2C)cc1 (stereo not drawn),-0.4%,-0.9%,-29.3%,3.1%
Cc1cc2cc(CCNC(=O)c3c(-c4ccccc4Cl)noc3C)c(=O)[nH]c2cc1C,?,4.9%,-11.7%,15.4%
O=c1c(N2CCOCC2)nsn1Cc1ccccc1,0.8%,1.9%,2.7%,5.7%
CCN(CC)c1ccc(C(=O)N2CCc3c([nH]c4ccccc34)C2c2ccc(F)cc2)cc1 (stereo not drawn),-0.3%,6.7%,-2.6%[10.9 µM],-0.9%

# Continued:
Molecule,IkB sig inh,p53ts 32C tox,Peg3 imprint,p53ts 39C kill
CC(C)Sc1nnc(Nc2ccccc2)s1,2.7%,-1.5%,-45.9%[inhibitor],-19.8%
CCOc1ccccc1CNCc1c(C(=O)O)n(Cc2ccc(F)cc2)c2cc(C)ccc12,-1.2%,-1.5%,-13.2%[10.9 µM],?
Cc1c(C)n(Cc2ccc(F)cc2)c2ccc(C(=O)N3CCN(c4ccc(F)cc4)CC3)cc12,-4.2%,7.7%,11.8%[10.9 µM],-10.2%
COc1ccc(NC(=O)CSc2nc(-c3ccccc3)cc(-c3cc(OC)c(OC)c(OC)c3)c2C#N)c(OC)c1,?,11.5%,-11.1%[10.9 µM],32.5%[activator]
